Assay outcomes as filed in PubChem.
dFosB act: enhances mouse delta FosB homodimer DNA binding. P13346. activation, % at 25 µM. AID 493131. 340,000 compounds, 0.99% hits. purified delta FosB, TAMRA-CDK5 oligo fluorescence polarization; percent of positive-control signal above neutral wells;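 active means mean activation above about 17%, with every replicate also reaching it, limit read from the data, passing the limit was not always enough; inconclusive means only one of the two conditions met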;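 further: fluorescence polarization rise as delta FosB binds a TAMRA Cdk5 AP-1 oligo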
Target sequence (P13346 whole entry, looked up): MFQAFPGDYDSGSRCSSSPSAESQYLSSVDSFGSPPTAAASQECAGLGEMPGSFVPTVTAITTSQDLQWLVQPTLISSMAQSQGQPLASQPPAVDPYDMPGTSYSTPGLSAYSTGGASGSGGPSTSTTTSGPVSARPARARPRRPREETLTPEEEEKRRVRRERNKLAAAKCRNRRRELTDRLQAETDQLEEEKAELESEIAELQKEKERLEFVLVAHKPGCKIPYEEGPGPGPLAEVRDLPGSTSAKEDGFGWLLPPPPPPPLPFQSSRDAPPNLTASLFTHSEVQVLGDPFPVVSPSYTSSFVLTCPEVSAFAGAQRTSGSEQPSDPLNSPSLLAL
NSD2 inh: NSD2 (human) methyltransferase inhibition; 310,000 compounds, 0.54% hits; inhibition, % at 12.5 µM; NSD2 peptide methylation, AlphaScreen, 120 min; AID 743445; O96028; in the data active means inhibition above about 50%
C-LANA FP: blocks KSHV LANA C-terminal domain binding to DNA | MBP-C-LANA/FAM-LBS DNA binding, fluorescence polarization | AID 504423 | inhibition, % at 9 µM | 340,000 compounds, 0.078% hits;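 active means highest replicate inhibition at or above 60% at 9 µM, even if other replicates fall short; inactive means all replicates below 60% inhibition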;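 further: 0% = neutral control wells and 100% = 4 µM acridine orange control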
Keap1-Nrf2 PPI: disrupts human Keap1 binding to Nrf2 peptide. Q14145. AID 504523. Keap1 Kelch-Nrf2 peptide fluorescence polarization, 1536-well. 340,000 compounds, 0.15% hits. inhibition, % at 9.4 µM; in the data active means inhibition above about 12%; inconclusive means no clear call, values can overlap the other calls; inactive means below about 7.3%;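 further: human Keap1 Kelch domain with fluorescein labeled Nrf2 9mer peptide probe; 0% = neutral control wells and 100% = peptide positive control; higher means more block of Keap1 binding to Nrf2 peptide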
Cardiac RTF inh: cardiac RTF calcium desensitization. inhibition, % at 7.15 µM. 340,000 compounds, 0.12% hits. P19429+P45379. IANBD-labeled cardiac RTF, Ca2+ fluorescence;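 active means inhibition above the mean inhibition of all tested compounds plus 3 SD, cut at about 17% in these data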;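 further: assay run at fixed EC70 calcium of 1.6 mM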
PvdQ inh: P. aeruginosa PvdQ acylase inhibition | 340,000 compounds, 0.063% hits | purified PvdQ acylase, fluorescence plate reader | inhibition, % at 10 µM; in the data active means inhibition above about 30%, passing the limit was not always enough; inconclusive means no clear call, values can overlap the other calls;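 further: 0% = vehicle neutral wells and 100% = reference inhibitor wells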
Rtt109 Vps75: inhibitors of Candida albicans Rtt109/Vps75 histone acetyltransferase; purified Rtt109/Vps75, ThioGlo CoA-SH fluorescence, 4 h; AID 540336; inhibition, % at 34.9 µM; Q5AAJ8; 330,000 compounds, 0.16% hits;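 active means inhibition of at least 50% in every replicate; inconclusive means best replicate reaches 50% inhibition but some replicates fall short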
Target sequence (Q5AAJ8 whole entry, looked up): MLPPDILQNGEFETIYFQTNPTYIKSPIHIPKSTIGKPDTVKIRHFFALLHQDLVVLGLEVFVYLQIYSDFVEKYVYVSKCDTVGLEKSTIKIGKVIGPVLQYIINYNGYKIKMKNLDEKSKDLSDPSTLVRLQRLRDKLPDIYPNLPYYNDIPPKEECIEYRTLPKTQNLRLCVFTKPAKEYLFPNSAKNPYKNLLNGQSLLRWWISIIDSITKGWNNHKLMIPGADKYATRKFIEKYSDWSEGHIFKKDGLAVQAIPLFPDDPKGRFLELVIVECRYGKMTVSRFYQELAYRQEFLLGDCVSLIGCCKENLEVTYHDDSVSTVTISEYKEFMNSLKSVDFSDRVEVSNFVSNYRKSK
SUMO Mot1 rescue: SUMOylation pathway inhibition by Mot1-301 growth rescue. S. cerevisiae Mot1-301 growth rescue, ATP luminescence, 38.5C; percent above DMSO median, 100 means doubled. growth rescue, % at 18.8 µM. 320,000 compounds, 1% hits;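 active means every valid replicate shows activation above 250% relative to neutral control wells; inactive means the rest, any valid replicate at or below 250%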;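 further: OY570 slx delta 5 strain wells were the positive control but not used for scaling; some compounds called inactive have numbers as strong as hits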
cardiac RTF act: increases calcium sensitivity of human cardiac regulated thin filaments | P19429+P45379 | IANBD-labeled TnC RTF fluorescence at EC20 calcium; 0% EC20 calcium, 100% full calcium | activation, % at 7.2 µM | 340,000 compounds, 0.24% hits;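 active means activation above the mean over all tested compounds plus 3 SD, cut at about 30% in these data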;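 further: rise in fluorescence read as greater calcium sensitivity of cardiac thin filaments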
PfHsp90 set2: reduces growth (ATP signal) of yeast expressing P. falciparum Hsp90. S. cerevisiae expressing PfHsp90, BacTiter-Glo ATP, 48 h; yeast lacking PDR1 and PDR3 efflux regulators. inhibition, % at 9.4 µM. 310,000 compounds, 0.32% hits. AID 504621;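 active means every replicate shows inhibition above about 80%, whatever the replicate mean, limit read from the data; inconclusive means mean inhibition reaches the set limit but some replicate falls short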;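 further: 0% = DMSO neutral controls and 100% = 20 µM radicicol positive controls; yeast relying on Plasmodium falciparum Hsp90 in place of its own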
CDK5 inh: CDK5/p35 (human) kinase inhibition; Q00535+Q15078; Recombinant CDK5/p35, ADP-Glo luminescence, 60 min; inhibition, % at 10 µM; 330,000 compounds, 0.01% hits; AID 488839;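 active means highest replicate inhibition of at least 50% and at least 75% of replicates reaching 50%; inconclusive means only one of the two criteria met; inactive means both criteria failed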;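 further: plate controls were DMSO neutral control for no effect and GW8510 at 10 µM for full effect; many of its hits are not listed in these tables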
* hit, by the source's call; ? = inconclusive; nt = no result given.

Values run as follows: dFosB act	NSD2 inh	C-LANA FP	Keap1-Nrf2 PPI	Cardiac RTF inh	PvdQ inh	Rtt109 Vps75	SUMO Mot1 rescue	cardiac RTF act	PfHsp90 set2	CDK5 inh
O=C(Nc1cccnc1Oc1ccc(Cl)cc1)c1cccc2ccccc12
    -12	2	-1.2	2	-8	-5	3	-6	2	9	-0.8
C/C(=C\C(=O)c1ccc(Cl)s1)N(C)C
    0	0	-2.6	-2	14	-11	-2	-29	3	13	-0.4
O=C(Oc1ccccc1[N+](=O)[O-])c1cccnc1
    -6	1	0.6	-4	-12	-13	0	25	3	nt	1.5
CCNc1nc(NCC)n2c(SCc3nc4ccccc4c(=O)[nH]3)nnc2n1
    -4	5	0.6	2	-2	-8	-24	554	1	7	-0.5
NC(=O)c1ccc(NCC2COc3ccccc3O2)c([N+](=O)[O-])c1 (configuration not stated)
    -7	-2	0.8	-6	-6	-9	-2	-19	-1	21	0.6
Clc1cccc(-c2nnc(SCc3nc4ccccc4[nH]3)n2Cc2ccco2)c1
    -8	2	-0.8	-3	-8	9	4	6	0	-4	2.6
Cc1c(C(=O)Nc2ccccc2Cl)oc2ccc(S(=O)(=O)N3CCC4(CC3)OCCO4)cc12
    -2	-1	0.0	1	1	-13	-6	198	-3	-13	0.2
COC(=O)C1(C(O)C(=O)c2ccc(C)cc2C)CCCCC1 (configuration not stated)
    -3	nt	-0.3	-1	-28	-10	15	-12	0	-84	1.7
Cc1cccc(-c2noc(CN(C(C)C)S(=O)(=O)c3ccc(F)cc3)n2)c1
    -9	-1	0.1	5	-6	-5	5	-2	-5	-19	-0.4
COCCc1nc2ccc(C(=O)N(C)Cc3cccc(-n4cccn4)c3)cc2o1
    -6	2	0.8	-2	1	-6	2	-1	-2	11	-2.4
COc1ccc(C2=NOC(Cn3nc(C(=O)NCc4cccc(Br)c4)cc3-c3ccccc3)C2)cc1 (configuration not stated)
    -3	nt	-3.9	3	-5	-11	5	-2	-4	-19	-0.9
Cc1cc(C)cc(Oc2ncnc3c2ncn3Cc2c(Cl)cccc2Cl)c1
    -4	-1	0.8	3	-7	-2	3	nt	-2	-4	2.3
O=C(Nc1nnc(SCc2ccc(Cl)cc2)s1)C1CCCO1 (configuration not stated)
    3	0	-0.2	-3	-15	1	0	-4	-9	-8	0.3
Cc1cc(C)nc(N2CCC(C(=O)NCc3ccccc3)CC2)n1
    -1	4	-0.8	-1	-10	-14	-3	-14	4	nt	-0.3
Cc1cccc(N2CCN(C(=O)CC(NC(=O)c3ccccc3Cl)c3ccccc3)CC2)c1C (configuration not stated)
    -1	-3	-1.2	-4	-2	-16	nt	25	3	14	-1.4
COc1ccc(/C=C/C(=O)N2CCN(c3ccccn3)CC2)cc1OC
    -5	0	-1.5	-1	-1	-3	-1	-5	-4	-3	-1.6
Cc1cc(C(=O)CN2C(=O)C(=O)N(Cc3ccccc3)C2=O)c(C)n1Cc1ccc(F)cc1
    1	2	-2.6	4	-1	-7	0	-6	-2	-7	-0.6
O=C(/C=C/c1cc([N+](=O)[O-])ccc1OC(F)F)Nc1ccc(OC(F)F)cc1
    12	-2	0.5	1	0	-8	-4	1	-2	-26	0.9
COCCNC(=O)CSc1c2c(nc3ccc(Cl)cc13)CCCC2
    -6	nt	0.4	-64	-2	-16	-71	-6	11	9	-0.4
Cc1oc(C(C)(C)C)cc1C(=O)Nc1ccc(C(=O)O)cc1
    0	2	1.3	3	1	-7	-11	26	9	16	-0.2
CCOC(=O)c1sc(=S)n(Cc2ccccc2)c1N
    -5	7	0.1	-2	-6	-6	-6	-18	11	0	-3.6
O=C1C[C@H](NC(=O)OCc2ccccc2)CO1
    ?	-1	-1.5	5	-9	-3	-1	19	0	26	-0.5
Cc1ccc(C)c(OCCn2nnc3ccccc32)c1
    0	-2	4.8	-1	-2	-3	0	-13	-1	4	0.7
Clc1ccc(-c2noc(CCCc3ccccc3)n2)cc1
    -4	-8	-0.8	-2	2	4	2	-8	-4	nt	0.2
COc1ccc(C(=O)Nc2ccc(-c3nnn(CC(=O)N4CCN(C(=O)c5ccco5)CC4)n3)cc2)cc1
    68*	-3	-0.7	1	-7	-10	-9	14	-3	-3	0.2
Cc1ccc(N=C2SC(C(=O)NCCc3ccccc3)CC(=O)N2C)cc1C (configuration not stated)
    -15	-3	0.5	2	-4	-7	0	11	-5	nt	-1.6
Cc1ccc(CCNC(=O)NC(C)(C)C)cc1
    1	-2	-0.7	0	-8	-20	-3	18	-3	1	-1.1
CCOc1ccc2[nH]c(=O)c(CN(Cc3ccccc3OC)C(=O)c3ccccc3)cc2c1
    7	-2	0.9	5	-2	0	-7	451	-3	nt	-0.9
CN1C(=O)C2(c3ccccc31)N(C)CC(c1ccccn1)C21SC(=S)N(Cc2ccco2)C1=O (configuration not stated)
    -4	3	-1.6	1	-18	-18	5	70	2	45	2.6
CCC(C)(C)n1nnnc1CN(Cc1cc2cc(OC)c(OC)cc2[nH]c1=O)C1CCCC1
    4	1	2.3	3	-3	-8	-60	163	-3	-19	1.1

(more compounds)
Values run as follows: dFosB act	NSD2 inh	C-LANA FP	Keap1-Nrf2 PPI	Cardiac RTF inh	PvdQ inh	Rtt109 Vps75	SUMO Mot1 rescue	cardiac RTF act	PfHsp90 set2	CDK5 inh
COc1ccc(CNC(=O)COC(=O)/C=C/c2cccc(Br)c2)cc1OC
    5	-4	0.1	-5	-10	-14	-3	-4	2	-16	-3.9
Cc1ccc(-n2c(CNc3cccc(Cl)c3)n[nH]c2=S)cc1
    -6	-1	-1.4	-4	-2	-6	6	-14	-1	-13	0.1
O=C(COC(=O)CN1C(=O)NC2(CCCC2)C1=O)Nc1c(Cl)cccc1C(F)(F)F
    1	-5	-13	-1	-6	-11	-4	-26	-6	0	-0.1
COc1ccc(CCNC(=O)CCS(=O)(=O)c2ccc3c(c2)NC(=O)C(C)S3)cc1OC (configuration not stated)
    -7	1	2.1	-5	-2	-17	1	13	-6	2	0.2
Cc1cc(CNC(=O)COC(=O)Cn2[nH]c(=O)c3ccccc3c2=O)cc(C)c1O
    2	-2	-0.2	-7	7	0	10	6	-4	-2	1.0
CC1Cc2ccccc2N1C(=O)CN1CCN(Cc2ccccc2)CC1 (configuration not stated)
    -3	-2	1.5	5	1	-15	0	-2	-1	4	0.0
NC(=O)C1(N2CCCCC2)CCN(c2ccc3nnc(-c4ccccc4)n3n2)CC1
    -18	nt	-0.2	1	-1	10	8	-4	-2	16	0.8
CCOC(=O)c1ccccc1NC(=O)COc1coc(CN2CCc3ccccc32)cc1=O
    -7	10	0.4	4	-6	-15	3	11	-21	-11	-1.0
O=C(CSc1nnc(-c2ccncc2)n1Cc1ccco1)OC1CCCCC1
    -4	1	0.1	-1	-6	-11	6	-5	14	7	1.2
CN1CCN(C(=S)c2cn(Cc3ccc(Br)cc3)c3ccccc23)CC1
    -10	4	-2.3	2	-13	1	-3	25	13	-5	0.8
FC(F)(F)COc1ccc(-c2nnc(SCc3c(Cl)cccc3Cl)o2)cn1
    5	-1	0.8	-1	-6	-1	-5	-18	2	8	-0.4
CCOC(=O)c1[nH]c(CSc2nnnn2-c2ccccc2C)c(C(=O)OCC)c1C
    3	4	-1.2	-2	-8	1	4	-4	-7	-8	-0.6
O=C(c1ccco1)N1CCN(C2CC(=O)N(c3ccccc3)C2=O)CC1 (configuration not stated)
    2	-1	0.1	-7	-3	-8	-10	3	0	-30	-3.8
O=S(=O)(c1ccccc1F)N1CCC(Oc2ccc(-n3cnnn3)cc2)CC1
    -10	-3	-1.3	-3	-1	-4	3	nt	-1	3	nt
CCCC1(c2ccccc2)NC(=O)NC1=O (configuration not stated)
    -5	-1	1.9	1	-3	-12	-15	16	0	-57	1.5
O=C(Nc1cc([N+](=O)[O-])ccc1Cl)C1CC1
    2	nt	0.9	-1	-8	-9	3	9	6	11	0.4
COc1ccc2c(CC(=O)NNC(=O)c3cccs3)coc2c1
    -3	1	-0.2	2	2	-7	-1	nt	0	-35	-1.0
COc1ccc(OC(=O)c2ccncc2)cc1
    -4	34	-0.4	-4	4	-21	7	-2	12	nt	-5.2
CC(=O)N(C)c1ccc(NC(=O)Nc2ccccc2C)cc1
    -4	0	-1.2	-4	-15	-16	nt	-4	-3	1	0.9
CC(=O)CSc1nnc(-c2ccco2)n1-c1ccccc1
    -1	-2	0.1	-5	-10	-14	-12	20	3	-26	1.6
N#Cc1c(NCCN)nc(-c2ccccc2)c2c1CCCC2
    1	4	-1.5	-5	2	13	4	7	3	nt	4.4
COc1ccc(N(CC(=O)N/N=C/c2ccc(-c3ccc([N+](=O)[O-])cc3)o2)S(=O)(=O)c2ccc(C)cc2)cc1
    -6	-3	-2.5	-7	4	0	-4	-18	-6	-23	2.5
O=C(NC1CCCCCC1)c1ccc(CS(=O)Cc2cccc(Cl)c2)o1 (configuration not stated)
    -15	-6	-0.6	-2	-5	-8	5	-5	-5	-9	-0.2
COC(=O)c1ccc(C2C(C(=O)OCC(C)C)=C(C)N=C3SCCC(=O)N32)cc1 (configuration not stated)
    0	-1	-0.9	-2	1	-19	3	0	-3	nt	-13
